KDM5B inhibitor = Primary screen for KDM5B Histone Demethylases FDH-coupled qHTS; Lysine-specific demethylase 5B (Homo sapiens), Q9UGL1; Potency, µM (highest dose often 57.7 µM), for the others: at the highest dose activity change, negative = inhibition, usual class: inhibitors; KDM5B demethylase, FDH-coupled NADH fluorescence (FDH is formaldehyde dehydrogenase); AID 1347165, 2019; hit rate 2.6% among 220,000; active means well fitted inhibition curve with a large enough effect; inconclusive means small, poorly fitted or top-dose-only effect; inactive means no such curve, though single readings can be large or run the other way; further: 0% is about no effect; nearly all actives have a fitted effect of over 70% in size
Target sequence (Q9UGL1 whole entry, looked up): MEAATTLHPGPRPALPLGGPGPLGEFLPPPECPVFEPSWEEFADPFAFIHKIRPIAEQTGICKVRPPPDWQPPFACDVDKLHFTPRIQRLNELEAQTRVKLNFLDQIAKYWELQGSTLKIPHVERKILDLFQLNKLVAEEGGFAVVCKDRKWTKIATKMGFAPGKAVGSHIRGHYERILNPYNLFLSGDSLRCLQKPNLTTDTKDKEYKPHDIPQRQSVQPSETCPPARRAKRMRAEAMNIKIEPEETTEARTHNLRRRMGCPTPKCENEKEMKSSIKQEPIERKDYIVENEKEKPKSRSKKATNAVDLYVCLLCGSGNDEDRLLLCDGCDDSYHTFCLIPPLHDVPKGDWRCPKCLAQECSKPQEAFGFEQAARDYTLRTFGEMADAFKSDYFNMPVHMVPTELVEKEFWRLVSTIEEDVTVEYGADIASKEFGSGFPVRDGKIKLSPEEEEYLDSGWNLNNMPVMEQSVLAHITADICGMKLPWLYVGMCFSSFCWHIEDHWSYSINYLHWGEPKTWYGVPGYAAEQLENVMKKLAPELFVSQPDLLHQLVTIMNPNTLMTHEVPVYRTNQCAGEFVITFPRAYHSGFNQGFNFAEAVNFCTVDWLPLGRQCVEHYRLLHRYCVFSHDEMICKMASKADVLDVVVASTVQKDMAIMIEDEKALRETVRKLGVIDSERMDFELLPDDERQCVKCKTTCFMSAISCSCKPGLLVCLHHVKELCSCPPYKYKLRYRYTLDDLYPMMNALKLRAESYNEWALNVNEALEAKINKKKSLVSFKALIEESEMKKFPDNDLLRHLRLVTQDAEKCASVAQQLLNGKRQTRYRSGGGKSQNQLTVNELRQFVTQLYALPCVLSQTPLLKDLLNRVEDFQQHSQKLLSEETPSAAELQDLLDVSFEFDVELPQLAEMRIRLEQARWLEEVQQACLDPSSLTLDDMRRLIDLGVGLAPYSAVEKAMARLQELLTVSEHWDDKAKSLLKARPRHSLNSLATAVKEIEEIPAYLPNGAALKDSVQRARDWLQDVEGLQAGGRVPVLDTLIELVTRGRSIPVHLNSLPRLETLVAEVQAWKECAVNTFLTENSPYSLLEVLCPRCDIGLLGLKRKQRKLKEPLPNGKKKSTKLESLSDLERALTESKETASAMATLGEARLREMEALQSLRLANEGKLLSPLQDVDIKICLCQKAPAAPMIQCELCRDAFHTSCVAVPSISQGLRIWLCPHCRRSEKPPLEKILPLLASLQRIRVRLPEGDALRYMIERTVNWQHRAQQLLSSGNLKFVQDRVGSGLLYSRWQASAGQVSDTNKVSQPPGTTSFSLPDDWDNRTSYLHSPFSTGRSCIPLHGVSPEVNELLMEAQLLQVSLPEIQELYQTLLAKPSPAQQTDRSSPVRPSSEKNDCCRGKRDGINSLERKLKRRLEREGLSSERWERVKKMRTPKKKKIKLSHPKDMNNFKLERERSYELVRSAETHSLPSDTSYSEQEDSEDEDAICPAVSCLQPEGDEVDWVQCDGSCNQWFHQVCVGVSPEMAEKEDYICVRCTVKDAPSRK
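Here, H3K4me3 peptide (12.5 µM in substrate mix) is demethylated by KDM5BΔAP, 200 nM final, after 10 min compound exposure. Formaldehyde product is coupled through FDH (0.25 U/mL in mix) to NADH fluorescence; 30-min ΔRFU feeds dose-response curves.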
* marks the source's active call; other numbers are inactive results; i = inactive; u = inconclusive; [ ] = another dose, or the depositor's remark. Potency means the concentration at half of the fitted maximal effect. This is a subset; rates above refer to the full screens.

compound	KDM5B inhibitor
CCCc1ccc(C2Sc3ccccc3NC3=C2C(=O)c2ccccc23)cc1 (centres undefined)	u
CC1(C)CC(=O)C/C(=N/NC(=O)C2CCCCC2)C1	1.0%
Cc1ccccc1NC(=O)Nc1ccc2c(c1)OCO2	-4.8%
O=C(CCS(=O)Cc1ccccc1)Nc1ccccc1 (centres undefined)	27.0%
C1CC(N2CC(OCC3CC3)C23CCOCC3)CCN1 (centres undefined)	-11.6%
COc1ccccc1C(O)c1nc(Nc2ccc(C(F)(F)F)cc2)n[nH]1 (centres undefined)	-7.3%[86.2 µM]
COc1cccc(C(=O)N2CCC3(CC2)NC(=O)CC3C(=O)O)c1OC (centres undefined)	-4.9%
CC(C)C(=O)N1CCCCCCNC(=O)[C@@H]2C[C@@H](C(=O)NCCc3c[nH]c4ccccc34)C[C@@H]21	-12.8%
O=C(Nc1ccc(F)cc1)Nc1c(NC2CCCCC2)c2ccccc2oc1=O	-3.3%
Cn1c(=O)c2c(nc(NCc3ccccc3)n2CCCc2ccccc2)n(C)c1=O	1.1%
CCCc1noc(-c2ccn3c(CNC(=O)c4ccc5[nH]ccc5c4)nnc3c2)n1	-15.0%
COC(=O)CN1C(=O)N(CCc2ccccc2)C2(CCN(Cc3ccccn3)CC2)C1=O	30.1%[activator]
Cc1cc(N2CCN(C)CC2)nc2ccc(NC(=S)N3CCN(c4cccc(Cl)c4)CC3)cc12	u
CCn1cc(/C=C/c2cc[n+](C)cc2)c2ccccc21	u
CC(C)c1ccc(S(=O)(=O)N2CCCC(Cn3cnc4cccnc43)C2)cc1 (centres undefined)	-9.8%
C1CNC(c2nc(CCOCC3CC3)no2)C1 (centres undefined)	-9.5%
CCCCn1c(O)c(C2=Nc3ccccc3SC(c3ccc(O)cc3)C2)c(=O)[nH]c1=O (centres undefined)	10.3%
COc1ccc(/C=C/c2nc(-c3ccccc3O)n(-c3ccccc3)n2)cc1OC	i
Cc1sc2nc(CN3CCOCC3)nc(N(C)CC(=O)Nc3ccc(F)cc3)c2c1C	-26.9%
CCOc1ccc(S(=O)(=O)NCCc2sc(-c3cccc(F)c3)nc2C)cc1	u
COCCOCc1nc(C2CCCCN2C(=O)Nc2cccc(Cl)c2)no1 (centres undefined)	-11.1%
CC(=O)N1Cc2ccccc2CC2(CCN(CC3CCOCC3)C2)C1 (centres undefined)	8.0%[149 µM]
O=C(Cn1c(=O)c(CCC(=O)NC2CC2)nc2ccccc21)Nc1cccc(C(F)(F)F)c1	u
O=C(COc1ccccc1)Nc1ccccc1OCc1cc(=O)n2ccccc2n1	9.0%
CC(OC(=O)c1cc(=O)[nH]c2ccccc12)C(=O)Nc1ccc(Cl)cc1 (centres undefined)	-12.3%
COc1ccc(-c2cc(N3CCC(NC(=O)c4ccc(Cl)cc4)C3)n[nH]2)cc1 (centres undefined)	u
CCOc1ccc(Nc2c(S(=O)(=O)c3ccccc3)cnc3ccc(CC)cc23)cc1	-6.3%
COc1ccc(-c2cc(NC(=O)c3ccc(S(=O)(=O)NCC4CCCO4)cc3)ccc2OC)cc1 (centres undefined)	-16.3%
CCOCC(=O)Nc1nn(-c2cccc(F)c2)c2cccc(N3CCOC3=O)c12	28.2µM*
COc1cccc(CN2CCC3(C2)NC(=O)c2ccccc2CO3)c1 (centres undefined)	6.0%[86.2 µM]
COc1ccc(CN2C[C@H]3CN(Cc4cc(OC)c(OC)c(OC)c4)CCN3C2=O)cc1	-26.1%
COc1ccc(OC)c(/C=N/NC(=O)C(=O)N2CCCCCC2)c1	u
COc1ccccc1Cn1cc(C(=O)c2ccc(C)cc2)c(=O)c2cc3c(cc21)OCCO3	-6.1%
CC(=O)N1CCCc2nc(C)nc(-c3ccc(O)cc3)c2C1	-1.2%[86.2 µM]
CCc1nc2nc3c(cn2n1)C(=O)CC(c1ccc(Cl)cc1)C3 (centres undefined)	-0.5%
O=C(c1cnn2c(C(F)F)cc(-c3ccccc3)nc12)N1CCN(Cc2ccc3c(c2)OCO3)CC1	u
Cc1ccc(C(=O)N/C(=C/c2ccccc2)C(=O)NCCC(=O)O)cc1	20.2%
CC1=C[C@@H](CN(C)CCO)[C@H](C(C)C)C[C@H]1Cc1nnc(-c2ccc(N(C)C)cc2)o1	u
CC(C)NC(=O)CSc1nc2ccccc2c(=O)n1Cc1ccc(C(=O)NC(C)C)cc1	-10.3%
COc1ccccc1Oc1ncccc1CNC(=O)[C@@H]1CCCN1C(C)=O	48.7%[activator]

The last 6 entries of the section above come first, to join the parts.
compound	KDM5B inhibitor
CCc1nc2nc3c(cn2n1)C(=O)CC(c1ccc(Cl)cc1)C3 (centres undefined)	-0.5%
O=C(c1cnn2c(C(F)F)cc(-c3ccccc3)nc12)N1CCN(Cc2ccc3c(c2)OCO3)CC1	u
Cc1ccc(C(=O)N/C(=C/c2ccccc2)C(=O)NCCC(=O)O)cc1	20.2%
CC1=C[C@@H](CN(C)CCO)[C@H](C(C)C)C[C@H]1Cc1nnc(-c2ccc(N(C)C)cc2)o1	u
CC(C)NC(=O)CSc1nc2ccccc2c(=O)n1Cc1ccc(C(=O)NC(C)C)cc1	-10.3%
COc1ccccc1Oc1ncccc1CNC(=O)[C@@H]1CCCN1C(C)=O	48.7%[activator]
COc1ccc(C(=O)N2CCC[C@H]2c2nc(-c3ccccc3)no2)cc1F	1.3%
O=C1Nc2ccc(Br)cc2C(=O)N2CCN(C(=O)c3cccc(F)c3)C[C@H]12	u
Cc1ccsc1CN(C)C1CCc2nn(CC3CC3)c(=O)n2CC1 (centres undefined)	u
COc1ccc(CCNC(=O)CSc2nc3ccccc3nc2Cc2ccc(C)cc2)cc1OC	-15.7%
O=C(NC1C[C@H]2CC[C@@H](C1)N2C(=O)COc1ccc(Cl)cc1)c1ccncc1 (some centres undefined)	-1.8%
CCOc1ccccc1CNC(=O)c1ccc(Cn2c(=O)c3cccn3c3cccnc32)cc1	33.5%[activator]
O=C(Cc1ccc(F)cc1)N1CCC(N2CC3CC(C2)[C@H]2CCCC(=O)N2C3)CC1 (some centres undefined)	u
CCc1cc(=O)oc2c(C)c(OCC(=O)c3ccc(OC)cc3)ccc12	18.8%
COc1ccc(OC)c(CN2CCCn3nc(C)c(-c4ccccc4OCc4ccccc4)c32)c1	28.2µM*
O=C(NCc1ccc2c(c1)CCN2C(=O)c1ccc(Cl)cc1)c1ccco1	-46.1%
Cc1cccc2cc(C(=O)N3CCCC(Nc4ccc(F)cc4)C3)oc12 (centres undefined)	-16.8%
CN1CCc2[nH]cnc2C12CCN(C(=O)CC1NC(=O)c3ccccc31)CC2 (centres undefined)	7.8%
Cc1oc2cc(OC(C)C(=O)Nc3ccc4c(c3)OCCO4)ccc2c(=O)c1-c1ccccc1 (centres undefined)	u
CCOc1nccnc1NC1CCN(C(=O)NC)CC1	28.2µM*
O=C(NC1CCCCC1)C1CN(C(=O)c2ccccc2)CC12CCOCC2 (centres undefined)	3.6%
Cc1nn(CC(C)C)c2sc(C(=O)N3CCN(S(=O)(=O)c4cc(F)ccc4F)CC3)cc12	12.2%
O=C(Nc1nc2n(n1)C(c1ccc(F)cc1)C=C(c1ccc(Cl)cc1)N2)c1ccc([N+](=O)[O-])cc1 (centres undefined)	-23.6%
CCOC(=O)c1cnc2nc(-c3cccnc3)nn2c1C	3.8%
CC(C)[S+](=O)([O-])N1CCCC1c1nnc2n1CCNC2 (centres undefined)	u
O=C(CSc1ccc(-c2ccccn2)nn1)NCCc1ccccc1	3.9%

Next part
canonical_smiles | KDM5B inhibitor
Cc1nc(CN2CCN(CCOc3ccc(Cl)cc3)CC2)no1 | 18.2%
Cc1ccc2nc(NC(=O)c3nc(SCc4ccccc4F)ncc3Cl)sc2c1 | -4.3%
CCN1C(C(=O)c2ccccc2)=C(OC(=O)C(C)C)c2ccccc2S1(=O)=O | u
CN(C)CCNC(=O)c1ccc2c(c1)N(Cc1ccccc1)C(=O)c1ccccc1S2(=O)=O | -11.1%
COc1ccc(C2CC(=O)Nc3c2c(C)nn3-c2nncc(-c3ccccc3)n2)c(OC)c1OC (centres undefined) | u
COc1cccc(C2CCCN2Cc2cc(=O)oc3cc(OC)ccc23)c1 (centres undefined) | -28.6%
CC(C)c1ccc(OCC(=O)NC(Cc2c[nH]c3ccccc23)C(=O)O)cc1 (centres undefined) | -26.3%
O=C1CCN(C(=O)C2CCN(C(=O)CC3CCCC3)CC2)CCCCCCN1 | 12.3%
O=[N+]([O-])c1cccc(S(=O)(=O)Nc2ccc(Cc3ccncc3)cc2)c1 | 33.2%
CC(=O)c1cnn(-c2cc(Nc3ccc(F)cc3)nc(C)n2)c1C | 15.9%
COCc1cn(C[C@H]2C[C@@H](NC(=O)c3cnccn3)[C@H](O)[C@@H]2O)nn1 | -33.6%[86.2 µM]
c1ccc(CNCCN2CCCC2)cc1 | 21.4%
CC(C)(C)c1nc(C(=O)N2CCCC2)n2ccncc12 | 100µM*
Cn1ccc2cc(S(=O)(=O)N3CCC(C(=O)NCCN4CCCC4)CC3)ccc21 | -8.9%
Cc1cc(C(=O)N2CC[C@H](NS(=O)(=O)c3cn(C)cn3)C[C@H]2C(=O)N[C@@H](Cc2cccs2)C(N)=O)n(C)n1 | 4.8%
COc1ccc(SCC(=O)c2ccc(O)cc2O)cc1 | -4.7%
Cc1nc(C)c(C(=O)N2CCCC(Cc3noc(-c4cnccn4)n3)C2)s1 (centres undefined) | 0.6%
CCCn1c(SCC(=O)NC2CCCCC2)nnc1-c1ccco1 | 14.9%
CCc1ccccc1NC(=O)C1CCCN(c2ncnc3onc(C)c23)C1 (centres undefined) | 7.8%
Cc1ccc(C(=O)N2CCC([C@@H]3CNC[C@H]3CO)CC2)cc1C | 20.1%
CCCCCCCCCCOC(=O)Nc1ccc(C)cc1 | -2.0%
O=C(COc1ccccc1)OCc1cc(=O)n2nc(C3CC3)sc2n1 | -23.9%
O=C(NC1CC(=O)N(Cc2ccccc2C(F)(F)F)C1)c1cscn1 (centres undefined) | 12.7%
CCOc1ccc(C(=O)N2CCC[C@H]2c2nc(-c3ccc(OC)c(OC)c3)no2)cc1OCC | -10.3%
CCN1CCN(C(c2ccc(C)cc2)c2c(O)cc(C)n(Cc3ccco3)c2=O)CC1 (centres undefined) | u
O=C(Nc1ccc(Cl)cc1)C(NS(=O)(=O)c1cccs1)c1ccccc1 (centres undefined) | u
COc1ccc(-c2ocnc2C(=O)Nc2ccc(C(C)C)cc2)cc1OC | u
Cc1nc2cc(NC(C(=O)Nc3ccc(F)cc3)c3ccccc3)ccc2o1 (centres undefined) | u
CCN(CC(=O)NC)S(=O)(=O)N1CCCCC1 | 20.8%
COc1ccc(CNC(=O)c2cc3cc(OC)ccc3oc2=O)cc1 | u
Cn1cccc1Cc1nnc(SCC(=O)Nc2ccc(F)cc2F)n1C | -14.9%
CN(C)C[C@@H]1CN(Cc2ccccc2)C[C@H]1NC(=O)C1CC=CC1 | u
O=c1ccc2cc(S(=O)(=O)NCc3ccc(Cl)cc3)ccc2[nH]1 | u
CCC(C)NC(=O)CSc1nc(C2CC2)nc(C)c1C(C)=O (centres undefined) | 13.5%
CN1CCCC1c1nc(C2CN(C(=O)c3ccn[nH]3)C2)no1 (centres undefined) | 8.9%
CC(=O)Nc1cccc(NC(=O)Cc2csc(COc3cccc(C)c3)n2)c1 | 4.0%
CC(C)N1C(=O)CO[C@H]2CCN(CCCc3ccccc3)CC[C@@H]21 | u
COC(=O)c1sc(N2C(=O)c3oc4cc(C)c(C)cc4c(=O)c3C2c2ccccc2F)nc1C (centres undefined) | 4.0%
Cc1c(F)cccc1NC(=O)N1CCCC1c1nncn1-c1ccccc1 (centres undefined) | 11.0%
COc1ccc(-c2nn(-c3ccccc3)cc2CN2CCC(F)CC2)c(F)c1 | u
CCCN(Cc1ccccc1)C(=O)Cc1n[nH]c(=O)c2ccccc12 | -2.8%
COc1ccc(CN2CCN(c3ncnc4sc5c(c34)CC(C)CC5)CC2)cc1F (centres undefined) | 7.1%[11.5 µM]
O=C(O)c1ccc(CN2C[C@@H](F)[C@@H](OCc3nc4ncccc4[nH]3)C2)cc1 | -7.7%[86.2 µM]
O=C(N/N=C/c1cccc(Oc2ccccc2)c1)c1cccs1 | u
C[C@H](NC(=O)C(=O)Nc1cccc2[nH]ccc12)c1ccccc1 | -16.8%
CCCOC(=O)C[N+](C)(C)CCOC1CC2CCC1(C)C2(C)C (centres undefined) | 6.4%
COC(=O)CNC(=O)N1CCCCC1c1nc(CCOCC2CC2)no1 (centres undefined) | 0.6%
COc1ccc(/C=N/NC(=O)c2cccnc2)cc1COc1ccc([N+](=O)[O-])c(C)c1 | -4.6%
COc1ccc(-n2cc(C(=O)Nc3cc(F)ccc3F)c3ccccc3c2=O)cc1 | u
Cc1n[nH]c(C)c1CN1CCC2(CC1)CCN(C1CCOCC1)CC2CO (centres undefined) | 11.0%

Continued.
canonical_smiles | KDM5B inhibitor
O=C(CCC1CCN(C(=O)C2CC(=O)N(C3CC3)C2)CC1)Nc1ccc2c(c1)OCCO2 (centres undefined) | -9.5%
Cn1c(=O)c2c(nc(SCCN3CCCCC3)n2Cc2ccccc2)n(C)c1=O | -5.5%
CC(=O)NNC(=O)c1csc(-c2csc(C)n2)n1 | u
Cc1noc(C(=O)NC2CCCCC2)c1Cl | 5.2%

Structures from the list above with a CF3 group, in the order listed:
canonical_smiles | KDM5B inhibitor
COc1ccccc1C(O)c1nc(Nc2ccc(C(F)(F)F)cc2)n[nH]1 (centres undefined) | -7.3%[86.2 µM]
O=C(Cn1c(=O)c(CCC(=O)NC2CC2)nc2ccccc21)Nc1cccc(C(F)(F)F)c1 | u
O=C(NC1CC(=O)N(Cc2ccccc2C(F)(F)F)C1)c1cscn1 (centres undefined) | 12.7%

High-throughput results: PubChem, National Center for Advancing Translational Sciences (NCATS)
